# From PubChem
# MITF primary – blocks human microphthalmia-associated transcription factor; AlphaScreen MITF homodimerization, bead proximity signal; inhibition, % at 2.6 µM; 0.91% of 650,000 active; AID 1259374; in the data active = inhibition above about 50%;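 also: 0% = vehicle wells with protein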
# Target sequence (O75030 whole entry, looked up): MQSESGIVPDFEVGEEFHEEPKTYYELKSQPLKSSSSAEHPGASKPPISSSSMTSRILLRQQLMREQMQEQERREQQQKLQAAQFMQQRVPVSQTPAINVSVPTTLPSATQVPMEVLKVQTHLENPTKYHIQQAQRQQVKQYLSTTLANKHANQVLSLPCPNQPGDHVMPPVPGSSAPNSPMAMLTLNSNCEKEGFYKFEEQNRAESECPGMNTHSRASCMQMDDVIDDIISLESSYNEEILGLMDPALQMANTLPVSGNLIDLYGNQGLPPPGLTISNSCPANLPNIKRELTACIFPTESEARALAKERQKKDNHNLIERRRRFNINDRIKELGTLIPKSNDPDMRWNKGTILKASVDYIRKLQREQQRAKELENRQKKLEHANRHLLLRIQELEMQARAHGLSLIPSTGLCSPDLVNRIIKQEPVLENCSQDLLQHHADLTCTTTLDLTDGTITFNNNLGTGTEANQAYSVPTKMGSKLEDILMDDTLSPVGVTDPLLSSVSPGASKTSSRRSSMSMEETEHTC
# FBW7 activator – human FBW7 E3 ligase activation, primary screen | AlphaScreen FBW7–phospho-cyclin E peptide binding, activator screen | normalized activity (activation), % at 26.1 µM | 0.13% of 650,000 active | AID 1259310; in the data active = normalized activity above about 1.9%;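 also: purified mutant Fbw7 with reduced substrate affinity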
# TEAD-YAP block – TEAD-YAP interaction inhibition | 1.4% of 640,000 active | HEK-TIYL cells, TEAD-Gal4/YAP UAS-luciferase luminescence | inhibition, % at 9.12 µM; in the data active = inhibition above about 32%;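 also: 0% = median of test compound wells and 100% = reference inhibitor wells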
# GPR151 ag – activates the human receptor GPR151 | PathHunter beta-arrestin GPR151 cells, luminescence | Q8TDV0 | activation, % at 11.2 µM | 1% of 650,000 active; in the data active = activation above about 4.9%;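 also: 0% = median of compound wells and 100% = cells with positive control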
# Target sequence (Q8TDV0 whole entry, looked up): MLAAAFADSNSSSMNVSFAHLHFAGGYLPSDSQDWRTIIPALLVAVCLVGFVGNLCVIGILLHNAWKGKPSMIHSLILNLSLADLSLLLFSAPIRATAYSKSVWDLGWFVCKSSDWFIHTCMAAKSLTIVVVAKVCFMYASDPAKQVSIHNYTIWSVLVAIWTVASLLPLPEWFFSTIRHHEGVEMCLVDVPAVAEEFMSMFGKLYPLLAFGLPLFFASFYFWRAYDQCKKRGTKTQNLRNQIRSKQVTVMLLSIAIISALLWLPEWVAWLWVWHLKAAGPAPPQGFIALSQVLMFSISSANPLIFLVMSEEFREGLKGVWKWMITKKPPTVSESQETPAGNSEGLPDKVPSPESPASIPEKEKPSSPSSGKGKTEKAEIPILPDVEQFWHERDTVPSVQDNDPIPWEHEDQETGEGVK
# * hit, by the source's call.
molecule	MITF primary	FBW7 activator	TEAD-YAP block	GPR151 ag
COc1ccc(/C=C2\N=C(c3ccc(Cl)cc3)N(c3ccc(Cl)cc3C)C2=O)cc1OC	-7	0.0	-4	-0.1
CCSc1ccccc1C(=O)Nc1nncs1	-10	-0.1	3	-0.2
CC1=C(C(=O)OC(C)C)C(c2cccs2)C2=C(CC(c3ccco3)CC2=O)N1 (stereo unspecified)	4	-0.2	60*	2.7
C=CCN1C(=O)/C(=C\c2ccc(OC)c(OC)c2)SC1=S	1	-0.1	-2	0.5
O=C1CC(c2ccccc2)Sc2nc(-c3cccc4ccccc34)nn21 (stereo unspecified)	12	0.5	-9	-0.8
COc1ccc(Cl)cc1NC(=O)Nc1cccs1	42	-0.2	5	-0.2
O=S(=O)(c1ccccc1)N1CCN=C1SCc1cccc(F)c1	-8	0.2	-8	-0.8
CCCc1noc(CN(C)CC2COCCO2)n1 (stereo unspecified)	-5	-0.1	-2	-1.8

# Fetched one by one from the list above, seven records:
molecule	MITF primary	FBW7 activator	TEAD-YAP block	GPR151 ag
COc1ccc(/C=C2\N=C(c3ccc(Cl)cc3)N(c3ccc(Cl)cc3C)C2=O)cc1OC	-7	0.0	-4	-0.1
CC1=C(C(=O)OC(C)C)C(c2cccs2)C2=C(CC(c3ccco3)CC2=O)N1 (stereo unspecified)	4	-0.2	60*	2.7
CCSc1ccccc1C(=O)Nc1nncs1	-10	-0.1	3	-0.2
O=C1CC(c2ccccc2)Sc2nc(-c3cccc4ccccc34)nn21 (stereo unspecified)	12	0.5	-9	-0.8
C=CCN1C(=O)/C(=C\c2ccc(OC)c(OC)c2)SC1=S	1	-0.1	-2	0.5
COc1ccc(Cl)cc1NC(=O)Nc1cccs1	42	-0.2	5	-0.2
CCCc1noc(CN(C)CC2COCCO2)n1 (stereo unspecified)	-5	-0.1	-2	-1.8

# Other structures follow.
molecule	MITF primary	FBW7 activator	TEAD-YAP block	GPR151 ag
O=C1NC(=Nc2ccccc2Cl)S/C1=C/c1ccc(OCc2ccc(Cl)cc2Cl)cc1	-3	0.0	-8	-0.3
CCOc1ccc(N=C2SC(C(=O)Nc3ccccc3OC)CC(=O)N2Cc2ccc(Cl)cc2)cc1 (stereo unspecified)	-15	0.0	-6	1.2
O=C(O)c1ccc(NC2SC(=O)N(Cc3cccc(C(=O)O)c3)C2=O)cc1 (stereo unspecified)	7	0.0	6	0.6
Cc1c(Cl)ccc2sc(N(CCN3CCOCC3)C(=O)c3ccc4c(c3)OCCO4)nc12	15	0.7	-30	-0.7
O=C(O)C1CCCCN1S(=O)(=O)c1cccc([N+](=O)[O-])c1 (stereo unspecified)	-3	-0.3	-1	0.7
COC(=O)c1c(OCC2CCCCO2)cc(=O)n2c1CCN(C1CCSCC1)CC2 (stereo unspecified)	-6	-0.1	0	0.4
CS(=O)(=O)N(CC(=O)NCCSCc1ccccc1)c1cccc(C(F)(F)F)c1	4	0.1	12	-0.5
O=C(Cn1nnc(-c2ccc(S(=O)(=O)N3CCCC3)cc2)n1)NCc1ccco1	3	-0.1	42*	1.0
CCOc1ccc(C(=O)N2CCC(c3[nH]ncc3-c3ccncc3)CC2)o1	-10	0.0	23	0.0
COC(=O)C(NS(=O)(=O)c1ccccc1)(C(C(C)=O)C(C)=O)C(F)(F)F (stereo unspecified)	11	0.1	2	-1.3
CC1CCCCN1S(=O)(=O)c1cc(Cl)ccc1Cl (stereo unspecified)	9	0.3	6	0.3
CCc1nc2ccccc2c(=O)n1NC(=O)c1c(O)c2ccccc2n(C)c1=O	21	0.1	-3	0.1
CC(C)(C)C1CCc2c(sc(NC(=O)C(Sc3ccccc3)c3ccccc3)c2C#N)C1 (stereo unspecified)	12	0.1	-3	-0.3
Cc1ccc(NC(=S)N(Cc2ccccc2)Cc2cccs2)c(C)c1	16	0.8	11	2.1
CCOC(=O)C1=C(C)N=C2SCC(=O)N2C1c1cccc(OC)c1 (stereo unspecified)	16	-0.1	2	2.1
CCOc1cc2c(cc1OCC)C(c1cc(F)ccc1F)NCC2 (stereo unspecified)	14	0.2	-1	-1.0
CC(C)n1cnc2c(NCCOc3ccccc3)nc(Nc3nccc4ccccc34)nc21	-6	0.4	7	-1.1
O=C(COc1ccccc1)Nc1cccnc1Cl	0	0.1	-21	0.3
Cc1c(Cl)cccc1NC(=O)Nc1nnc(N2CCCCC2)s1	8	0.0	-7	-1.8
O=C(Nc1cnn(-c2cccc(C(=O)Nc3ccc4c(c3)OCO4)c2)c1)Nc1ccccc1Cl	4	0.1	2	0.9
COc1ccc(-n2c(-c3ccc(Br)cc3)nc3cc4c(cc32)OCO4)cc1	2	0.0	0	0.2
C/C(=N\Nc1ccccc1)c1cc2cc([N+](=O)[O-])ccc2oc1=O	-4	0.0	-2	-1.4
COCCOC(=O)C1=C(C)NC2=C(C(=O)CC(c3ccc(OC)c(OC)c3)C2)C1c1ccc(F)cc1 (stereo unspecified)	10	0.1	17	-0.5
CC(C)c1ccc(N(C)S(=O)(=O)c2ccc3[nH]cc(C(=O)NCc4ccccn4)c(=O)c3c2)cc1	1	-0.1	-2	-0.9
Cc1cc(=O)n2[nH]c(NCc3ccccc3Cl)nc2n1	-1	0.1	4	1.8
COc1ccc(OC)c(NC(=O)COC(=O)c2cc(-c3cccnc3)nc3ccccc23)c1	20	0.6	4	-0.4
O=C1c2cnccc2CN1Cc1ccccc1	3	0.1	6	-0.6
COC(=O)/C(=C\c1cccc2ccccc12)NC(=O)c1ccccc1	6	0.0	-14	-0.4
N#Cc1cc2cc3c(cc2nc1SCC(=O)N1CCCCCC1)OCCO3	4	0.0	1	0.4
Cc1cc([N+](=O)[O-])ccc1NC(=O)/C(C#N)=C/c1ccccc1Cl	-5	-0.2	-3	-0.4
Cc1c(NC(=O)c2nn3c(c2Br)NC(c2ccc(Br)cc2)CC3C(F)(F)F)c(=O)n(-c2ccccc2)n1C (stereo unspecified)	22	-0.1	1	1.3
Cc1cc(C)nc(SC(C)CN(C)C)n1 (stereo unspecified)	48	-0.2	7	-0.6

# Look-ups from above:
# GPR151 ag with `O=C1NC(=Nc2ccccc2Cl)S/C1=C/c1ccc(OCc2ccc(Cl)cc2Cl)cc1` is entered as -0.3
# GPR151 ag with `O=C(Nc1cnn(-c2cccc(C(=O)Nc3ccc4c(c3)OCO4)c2)c1)Nc1ccccc1Cl` is entered as 0.9

# (list continues)
molecule	MITF primary	FBW7 activator	TEAD-YAP block	GPR151 ag
Cc1ccc2cc(CN(C(=O)N3CCOCC3)C3CCCC3)c3nnnn3c2c1	-18	0.0	-9	-0.6
CCN(C(=O)c1cccc(C)c1)c1ccccc1C	7	-0.1	0	1.0
OCCNc1ccnc(Nc2ccccc2)n1	-4	0.0	-21	-2.1
CC(=O)N1CC(C)Sc2cc(S(=O)(=O)NCCc3ccc(C)cc3)ccc21 (stereo unspecified)	3	-0.1	2	-0.5
Cc1ccc(-c2nc3scc(CCNS(=O)(=O)c4c(C)noc4C)n3n2)cc1	-7	-0.3	6	-1.6
COc1cccc(OCC(O)CN2CCOCC2)c1 (stereo unspecified)	6	-0.1	1	-0.2
COc1ccc(S(=O)(=O)Nc2ccc(-c3cn4cccnc4n3)cc2)cc1OC	-4	-0.1	-3	-1.0
C=CCN1CCN(Cc2ccc(N3CCCC3)cc2)CCC1=O	0	0.0	7	2.1

# Later entries:
SMILES	MITF primary	FBW7 activator	TEAD-YAP block	GPR151 ag
NC(=O)C1(N2CCCCC2)CCN(C(=O)c2ccc(C#Cc3ccccc3)o2)CC1	-15	0.2	-6	-0.4
COc1ccc([N+](=O)[O-])cc1Nc1cnn(C23CC4CC(CC(C4)C2)C3)c(=O)c1Cl	51*	0.6	-6	-0.6
Cc1cc2[nH]c(=O)cc(-c3ccccc3)n2n1	15	0.2	-34	-8.4
COc1ccc(NC(=O)C(Cl)(Cl)C(=O)Nc2ccc(OC)cc2)cc1	4	0.1	21	0.7
CC(=O)Nc1sc2c(c1SC#N)CCCC2	0	-0.1	-29	-1.3
Cc1cc([N+](=O)[O-])cc2c(N=NC(=O)c3cccnc3)c(O)[nH]c12	-4	0.0	12	-0.2
Cc1ccc(NC(=O)Cn2cc(Br)c(=O)n(CC(=O)Nc3ccc(C)cc3)c2=O)cc1	7	0.0	5	-0.8
Cc1ccc(S(=O)(=O)NNc2ccccc2[N+](=O)[O-])cc1	-1	-0.2	-9	3.2
COc1ccc(-c2nc3cc(NC(=O)COc4cccc(C)c4)ccc3o2)cc1	1	0.0	-12	0.4
CCN(C(=S)NC)c1cccc2ccccc12	-11	0.0	8	1.1
COC(=O)c1cccc(C(=O)O)n1	16	0.0	1	4.3
Cc1cc(C(=O)Nc2ccc(I)c(C)n2)ccc1[N+](=O)[O-]	19	0.3	-28	0.4
O=S(=O)(NCc1ccc2c(c1)OCO2)c1cc(Br)c(Br)s1	7	0.1	3	-1.2
CC1=CCC(COC(=O)CN2CCCCC2)CC1 (stereo unspecified)	14	-0.1	-3	-0.2
Cc1ncsc1C(=O)N1C2CCC1CC(c1ccc(F)cc1)C2 (stereo unspecified)	-8	0.3	1	2.0
N#C/C(=C\c1ccccc1O)c1nc2ccccc2[nH]1	-12	-0.3	30	-9.0
CN1CCCN(C(=O)C2CC23CCN(Cc2ccc(F)c(F)c2)CC3)CC1 (stereo unspecified)	1	0.0	3	-1.2
c1ccc2c(-c3nc4ncnc(NCCN5CCOCC5)c4[nH]3)csc2c1	12	0.0	-14	0.4
CN1CCN(CCCOc2ccc(C#N)cc2)CC1	2	-0.1	13	0.1
CCOC(=O)C1=C(O)/C(=C/c2ccc(OCC(=O)Nc3ccc(C)cc3)cc2)N=C1C	2	0.0	12	0.1
Oc1ccc(/C=N/Nc2ccnc3cc(Cl)ccc23)cc1O	15	-0.2	-20	-0.2
N=CC1=C(O)c2ccccc2C1=O	5	0.1	-1	-1.5
CCN(CC)C(=O)CN1C(=O)C2(NC(=O)c3ccccc3N2)c2ccccc21 (stereo unspecified)	3	0.0	1	0.6
Cc1cccnc1NC(=O)Cn1cnc2ccccc2c1=O	6	0.1	-2	-0.1
O=C(CNc1ccccc1Cl)c1ccc([N+](=O)[O-])cc1	19	-0.1	-23	1.0
COc1ccc(CNS(=O)(=O)c2ccc(F)c(C(=O)Nc3ccc(Br)cc3F)c2)cc1	1	0.1	-2	-2.7
Cc1sc2ncc(C(=O)N3CCC4(CC3)OCCO4)c(=O)n2c1C	12	1.0	-4	0.7
CCCCOc1ccccc1NC(=O)Cn1c(-c2nonc2N)nc2ccccc21	-5	0.3	54*	-0.6
CCCOc1ccccc1/C=N\NC(=O)Cn1c(-c2nonc2N)nc2ccccc21	-3	0.1	0	1.3
COc1ccc(N(Cc2nnc3n2CCCCC3)C(=O)Nc2ccccc2C)cc1OC	1	0.0	-9	1.5
CS(=O)(=O)N(CC(=O)Nc1cccc(Br)c1)c1ccc2c(c1)OCO2	3	-0.1	-5	-0.7
N#Cc1c(NC(=O)c2cccs2)n(CCCO)c2nc3ccccc3nc12	-1	0.2	1	-1.0
COc1cccc(CNC(=O)Cn2c(=O)n(C(C)C)c3ncccc32)c1	-3	-0.1	2	-1.1
CCOC(=O)C1=C(C)N=c2s/c(=C/c3ccc(N(CC)CC)o3)c(=O)n2C1c1ccccc1 (stereo unspecified)	-3	-0.3	9	-0.4
O=c1onc(-c2cccs2)n1Cc1ccc(F)cc1Cl	3	0.0	8	0.1
COC(=O)/C(=C/c1cc(C)n(CC(F)(F)F)c1C)C(C)=O	-33	-0.1	7	-0.1
COc1ccc(NC2=C(Cl)C(=O)N(CCc3ccccc3)C2=O)c(OC)c1	18	-0.7	-26	-1.6
O=C(NC1CC1)c1ccc2nc(-c3cccs3)c(-c3cccs3)nc2c1	-11	-0.1	-6	-1.3
CCOc1ccc(C(=O)CC(=O)C(=O)NCc2ccc(F)cc2)cc1	5	0.3	10	0.4
COc1ccc(-n2ncc3c(Nc4ccc(C)cc4)ncnc32)cc1	-5	-0.1	-31	0.3
O=C1SC(Nc2ccc(Cl)cc2)C(=O)N1c1ccccc1 (stereo unspecified)	-8	-0.1	-11	-1.1
CC(c1nccs1)N(C)C(=O)c1ccc(OC2CCN(CCc3ccccc3)CC2)cc1 (stereo unspecified)	-7	-0.1	4	-0.2
O=C(c1ccc(Cl)c([N+](=O)[O-])c1)N1CCCCC1	7	-0.1	5	2.0
C=CCOc1ccc(/C=c2\sc3n(c2=O)C(c2ccccc2OC(C)C)C(C(=O)OCC)=C(C)N=3)cc1OCC (stereo unspecified)	8	0.0	3	0.6
CCC(=O)N(Cc1ccc(S(N)(=O)=O)cc1)C1CC(=O)N(c2ccc(F)cc2)C1=O (stereo unspecified)	4	0.6	9	-0.1
COc1ccccc1NC(=O)Cn1cnc2sc(C(=O)N3CCCCCC3)c(C)c2c1=O	8	-0.1	-1	-0.9
COc1ccccc1CC(=O)N1CCc2nncn2CC1	3	-0.2	-15	0.4
Cc1cc(N2CCCC2)ccc1/C=C1\NC(=O)N(Cc2ccccc2F)C1=O	14	0.5	-1	-0.6
CCn1c(=O)c(C(=O)Nn2c(Cc3ccccc3)nc3ccccc3c2=O)c(O)c2ccccc21	17	0.3	1	-2.0
O=S(=O)(NCc1ccc2c(c1)OCO2)c1ccc2[nH]c3c(c2c1)CCCC3	-3	-0.1	-4	-0.7
CCCCCOc1ccc(/C=c2\sc3nc(=O)c(-c4ccccc4)nn3c2=O)cc1	11	0.1	10	3.7
